# Source: PubChem BioAssay
# SR-BI uptake up: SR-BI HDL lipid transfer activation | CHO ldlA[mSR-BI] cells, DiI-HDL uptake fluorescence, 3 h; 100 = double the neutral-control signal | activation, % at 12.5 µM | 0.096% of 320,000 active;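 active = mean replicate activation of at least 60% and every replicate at or above 60%; inconclusive = mean or all-replicate condition met, but not both; inactive = mean below 60% and not all replicates reaching 60%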;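 also: 0% = median plate neutral-control signal and 100% = twice that signal; values of inactives mirror those of a sister screen read the other way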
#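 Material – SR-BI-overexpressing, LDLR-lacking CHO cells · Medium – BSA-supplemented, HEPES-buffered Ham's F12, pH 7.4 · Doses – single concentration · Times – compound with DiI-HDL co-incubation, 3 h at 37 °C · Measured by – bottom-read fluorescence, 550/595 nm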
# CAL PDZ FP-1: blocks peptide binding to the human CAL PDZ domain; Q9HD26; purified CAL PDZ, TMR-peptide fluorescence polarization, 1 h; inhibition, % at 24.9 µM; 0.92% of 300,000 active; AID 602252;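 active = mean inhibition of at least 30% with at least half of replicates also reaching 30%; inconclusive = no clear call, values can overlap the other calls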;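 also: 0% = DMSO neutral control and 100% = excess unlabeled competitor peptide PRC23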
# MITF act: MITF TRPM1 promoter activation in melanoma cells | SK-MEL-5 TRPM1-promoter luciferase, 24 h; % of positive control, neutral wells = 0 | activation, % at 12.5 µM | 0.75% of 300,000 active;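 active = mean activation of at least 80% with every replicate also reaching 80%; inconclusive = mean reaches 80% but some replicate falls short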;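 also: 0% = neutral control wells and 100% = parthenolide positive control wells; values of inactives mirror those of a sister screen read the other way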
# E coli growth: bacterial growth inhibition, counter-screen for AddAB inhibitors; E. coli V3065 growth, OD600 absorbance, 18 h; inhibition, % at 11.9 µM; 0.27% of 330,000 active;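 active = inhibition above the campaign's mean inhibition across all tested compounds plus 3 SD, cut at about 9.9% in these data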;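 also: uninfected addAB+ strain grown without phage in ampicillin broth; 0% = DMSO wells and 100% = ciprofloxacin 0.95 µg/ml wells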
# phage Ecoli inh: E. coli growth loss with phage present; growth absorbance; inhibition, % at 11.9 µM; 0.26% of 360,000 active; AID 651602; in the data active = inhibition above about 11%
# Wnt act: Wnt/beta-catenin pathway activation; Wnt/beta-catenin reporter cell assay, activator, plate reader; activation, % at 9.35 µM; 1.2% of 300,000 active; AID 743398; in the data active = activation above about 30%, passing the limit was not always enough; inconclusive = no clear call, values can overlap the other calls;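 also: 0% = neutral control wells and 100% = positive control wells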
# AddAB inh: less growth of phage-infected E. coli with AddAB. E. coli expressing H. pylori AddAB, absorbance growth. inhibition, % at 11.9 µM. 0.29% of 330,000 active. AID 435030; in the data active = inhibition above about 12%;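 also: 0% = vehicle wells of infected cells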
# CAL PDZ FP-2: human CAL PDZ-peptide interaction inhibition; inhibition, % at 20 µM; AID 504414; purified CAL PDZ, TMR-peptide fluorescence polarization, 1 h; 0.02% of 330,000 active; Q9HD26;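 active = highest replicate inhibition of at least 40%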;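 also: plate controls were DMSO neutral control wells for no effect and unlabeled competitor peptide control wells for full effect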
#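 Test system: purified CerCALP PDZ construct; Compound dosing: one concentration, 20 µM compound; Also added: TMR-labelled reporter peptide T*-PRC34 bound in PDZ groove; Read-out: inhibition from polarization loss; Controls: unlabelled peptide and DMSO controls; Signal: FP readout, S and P plane fluorescence; Incubation: 1 h at RT.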
# SR-BI DiI inh: mouse SR-BI HDL lipid transfer inhibition; inhibition, % at 12.5 µM; 0.96% of 320,000 active; ldlA[mSR-BI] CHO cells, DiI-HDL uptake fluorescence, 3 h;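 active = mean replicate inhibition of at least 70% and a set share of replicates each scoring 70 or more; inconclusive = meets just one of the two criteria; inactive = fails both criteria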;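 also: 0% = median of neutral control wells and 100% = median of positive control wells; values of inactives mirror those of a sister screen read the other way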
# Target sequence (Q61009 whole entry, looked up): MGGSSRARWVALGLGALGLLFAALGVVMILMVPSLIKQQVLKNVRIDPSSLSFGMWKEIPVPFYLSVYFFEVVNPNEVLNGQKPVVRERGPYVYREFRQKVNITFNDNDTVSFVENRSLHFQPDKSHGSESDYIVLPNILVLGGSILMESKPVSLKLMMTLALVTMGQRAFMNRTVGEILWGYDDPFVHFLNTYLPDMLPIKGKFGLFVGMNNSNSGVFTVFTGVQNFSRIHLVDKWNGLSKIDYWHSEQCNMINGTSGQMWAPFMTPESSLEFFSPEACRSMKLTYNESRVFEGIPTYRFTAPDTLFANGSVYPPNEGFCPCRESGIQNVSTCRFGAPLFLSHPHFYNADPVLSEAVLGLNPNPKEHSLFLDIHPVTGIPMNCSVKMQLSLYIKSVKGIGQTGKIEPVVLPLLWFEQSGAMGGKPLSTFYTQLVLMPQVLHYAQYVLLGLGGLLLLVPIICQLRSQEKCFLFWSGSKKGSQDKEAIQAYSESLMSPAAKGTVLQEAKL
# Tat export inh: inhibitors of E. coli Tat protein transport | E. coli MC4100 TorA-mCherry Tat export, fluorescence | inhibition, % at 10 µM | 0.036% of 340,000 active | AID 488895;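 active = mean replicate inhibition at least 50% and at least half of replicates individually reaching 50%; inconclusive = only one of the two criteria met; inactive = neither criterion met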;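 also: exported cargo escapes ClpAP degradation while cytoplasmic cargo is degraded and loses fluorescence; 0% = median of neutral control wells and 100% = median of NaSCN control wells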
# * marks the source's active call; other numbers are inactive results; ? = inconclusive; / = no result given.
# Sequence of screens: MITF act	SR-BI uptake up	AddAB inh	CAL PDZ FP-2	E coli growth	Wnt act	CAL PDZ FP-1	phage Ecoli inh	SR-BI DiI inh	Tat export inh
> Cc1cccc(N(C)C(=O)c2cc(S(=O)(=O)N3CCCC3)cn2C)c1
    6	16	0.2	-0.5	-2.0	-2	/	1.3	-16	-4
> N#C/C(=C\c1cccnc1)c1ccccn1
    21	4	-3.5	-1.6	-0.5	-5	-3	-0.5	-4	-4
> O=C(O)[C@@H]1CC(O)CN1C(=O)CCc1c[nH]c2ccccc12 (stereo partly drawn)
    -1	-2	/	-1.6	/	1	-2	1.3	2	3
> COc1cc(CC(=O)OCC(=O)NCc2ccco2)cc(OC)c1OC
    7	/	1.9	-1.9	1.4	2	-2	2.5	-29	1
> Cc1ccccc1C(=O)Nn1cnc2ccccc2c1=O
    24	18	1.4	0.4	0.7	22	-2	5.0	-18	4
> NC(=O)Cc1ccc2sc(-c3ccccc3)nc2c1
    46	21	/	-2.0	/	?	-3	3.6	-21	3
> CCOc1ccc(N(CC(=O)Nc2cccc(OC)c2)S(=O)(=O)c2c(C)noc2C)cc1
    -4	-33	3.9	-0.4	-0.9	-9	5	2.4	33	0
> C[C@@H]1CN(C(=O)c2cc(COc3cccc(C(F)(F)F)c3)on2)C[C@H](C)O1
    103*	11	6.1	-2.1	-0.2	23	10	-0.1	-11	1
> CS(=O)(=O)N(Cc1ccccc1)c1ccc(C(=O)N2CCN(c3cccc(Cl)c3)CC2)cc1
    28	-48	2.9	/	-0.1	-2	-2	/	48	17
> CSCC[C@H](NC(=O)COc1ccc(Cl)cc1)C(=O)N1CCC2(CC1)NCCc1[nH]cnc12
    0	-7	2.9	-2.1	-1.8	1	0	-0.2	7	-3
> CCC(C(=O)NCCCN1CCN(C)CC1)n1nc(C)n2c(cc3occc32)c1=O (stereo not drawn)
    6	6	2.8	-0.9	-1.1	-2	-2	1.9	-6	1
> Cc1ccc(/C=N/NC(=O)CNC(=O)COc2ccc(Cl)cc2)o1
    -17	-23	5.1	-0.4	1.1	-1	/	0.5	23	1
> COc1cccc(CNCc2cccc(Br)c2)c1OC
    -4	6	3.1	/	1.8	-13	3	4.0	-6	-7
> CC(C)NS(=O)(=O)c1ccc(OCC(=O)N2CCc3ccccc3C2)cc1
    7	-65	0.0	0.0	1.5	-1	2	6.0	65	-2
> O=C(c1cc(COc2ccc(F)cc2Cl)on1)N1CCc2sccc2C1
    18	-3	-1.9	-2.8	-0.9	3	-3	3.2	3	1
> CC(NCC(=O)Nc1ccccc1C(=O)NC1CC1)c1ccco1 (stereo not drawn)
    -5	-7	/	-0.7	/	-2	/	2.6	7	-8
> CC(=O)c1ccccc1NC(=O)c1cc(S(=O)(=O)N2CCOCC2)ccc1N1CCCC1
    -10	0	0.0	0.1	-0.5	-3	/	4.8	0	-5
> O=C(OCn1nnc2ccccc2c1=O)C1=COCCO1
    -12	19	1.3	0.0	-0.8	0	-4	1.5	-19	-2
> CC(NC(=O)c1ccco1)C(=O)N1CCN(c2cccc(C(F)(F)F)c2)CC1 (stereo not drawn)
    14	3	0.9	-1.2	0.0	-2	-1	4.3	-3	-7
> COc1ccc(CCC(=O)OCC(=O)NCc2ccc(OC)c(OC)c2)cc1OC
    0	-3	-0.7	1.2	0.7	4	-7	1.6	3	-1

# One compound at a time (already shown).
# COc1cccc(CNCc2cccc(Br)c2)c1OC in the list: MITF act = -4; SR-BI uptake up = 6; AddAB inh = 3.1; CAL PDZ FP-2 = /; E coli growth = 1.8; Wnt act = -13; CAL PDZ FP-1 = 3; phage Ecoli inh = 4.0; SR-BI DiI inh = -6; Tat export inh = -7
# O=C(OCn1nnc2ccccc2c1=O)C1=COCCO1 in the list: MITF act = -12; SR-BI uptake up = 19; AddAB inh = 1.3; CAL PDZ FP-2 = 0.0; E coli growth = -0.8; Wnt act = 0; CAL PDZ FP-1 = -4; phage Ecoli inh = 1.5; SR-BI DiI inh = -19; Tat export inh = -2

# (list continues)
# Sequence of screens: MITF act	SR-BI uptake up	AddAB inh	CAL PDZ FP-2	E coli growth	Wnt act	CAL PDZ FP-1	phage Ecoli inh	SR-BI DiI inh	Tat export inh
> CCOC(=O)c1ccc(NC(=O)N2CCN(Cc3ccccc3)CC2)cc1
    14	-4	5.4	-0.6	-0.6	-4	4	5.7	4	-9
> O=C(COC(=O)COc1ccccc1F)Nc1ccc2c(c1)OCO2
    -10	-8	3.4	0.4	0.5	3	/	2.2	8	1
> O=C(/C=C/c1cccc(Cl)c1)NCCc1ccccc1
    37	/	1.9	-0.6	3.5	/	-5	6.3	/	0
> O=C(CN1C(=O)NC2(CCCC2)C1=O)NCc1ccco1
    -7	10	5.2	-0.5	3.1	0	-8	3.7	-10	2
> COCc1cc(CNC(=O)C2CCC(=O)N(Cc3ccccc3F)C2)[nH]n1 (stereo not drawn)
    5	15	-0.1	-0.4	1.9	2	-2	2.9	-15	4
> COc1ccc(CNS(=O)(=O)c2cc(CN3C(=O)c4cccnc4C3=O)ccc2OC)cc1
    3	42	3.3	-2.7	-2.6	2	-7	-0.4	-42	-1
> COC(=O)[C@@H]1[C@@H](C)N(Cc2ccccc2)C(=O)N[C@H]1c1cccc(C(F)(F)F)c1
    -4	6	2.6	-0.8	0.5	-1	-1	2.7	-6	0
> Cc1c(C(=O)N2CCCCC2)c(S(=O)(=O)Nc2ccc(F)cc2F)c(C)n1C
    8	9	3.7	-2.1	-0.3	-1	-1	-1.6	-9	2
> CN1CCN(S(=O)(=O)c2cccc(C(=O)NC3CCCC3)c2)CC1
    -4	5	2.0	-1.8	2.4	-4	-4	4.8	-5	-5
> COCCN1C(=O)N[C@@H](c2ccccc2)C(C(=O)OC)=C1C
    1	2	2.9	0.3	0.0	-4	-1	3.9	-2	5
> Cc1cc(F)ccc1N1CCC(N2CCN(C)C(CCO)C2)CC1 (stereo not drawn)
    /	17	2.7	-0.3	-1.0	-2	1	2.3	-17	5
> O=C(NCCN1CCOCC1)c1cccc(Br)c1
    -8	13	1.8	-0.4	0.8	0	-2	5.0	-13	-2
> O=C(COC(=O)Cn1cnc2ccccc21)Nc1ccc2c(c1)OCCO2
    -1	21	2.9	/	-0.8	-2	0	2.4	-21	-4
> c1ccc2c(NCCCN3CCOCC3)c3ccccc3nc2c1
    /	/	15*	/	10*	8	/	5.6	/	/
> COc1cccc(NC(=O)CN(C)C(=O)C2CCN(C(=O)c3ccccc3C)CC2)c1
    -1	8	4.5	-1.8	-0.6	-2	-9	2.2	-8	-1
> CCOC(=O)N1CCN(C(=O)CN(c2ccc(OC)c(OC)c2)S(C)(=O)=O)CC1
    0	38	3.1	-1.5	2.1	/	-1	1.7	-38	15
> O=C(COC(=O)c1ccc([N+](=O)[O-])cc1Cl)NCc1ccco1
    -9	-5	2.5	-2.1	-0.8	0	-4	2.5	5	-6
> O=C(CCCSc1nc2ccccc2[nH]1)NCc1ccco1
    /	8	2.6	-0.5	-0.9	-7	-2	3.2	-8	-4
> CN(Cc1ccccc1)S(=O)(=O)c1ccc(Cl)c(C(=O)O)c1
    -3	/	-2.0	-2.1	0.8	3	-1	4.2	/	-1
> COC(=O)c1cccc(NC(=O)CCCOc2cccc(C)c2)c1
    -9	3	3.2	-0.9	0.4	/	-4	3.2	-3	2

# Results in CAL PDZ FP-2, SR-BI uptake up and phage Ecoli inh, for six of the compounds above:
compound,CAL PDZ FP-2,SR-BI uptake up,phage Ecoli inh
COC(=O)[C@@H]1[C@@H](C)N(Cc2ccccc2)C(=O)N[C@H]1c1cccc(C(F)(F)F)c1,-0.8,6,2.7
Cc1c(C(=O)N2CCCCC2)c(S(=O)(=O)Nc2ccc(F)cc2F)c(C)n1C,-2.1,9,-1.6
CN1CCN(S(=O)(=O)c2cccc(C(=O)NC3CCCC3)c2)CC1,-1.8,5,4.8
COCCN1C(=O)N[C@@H](c2ccccc2)C(C(=O)OC)=C1C,0.3,2,3.9
Cc1cc(F)ccc1N1CCC(N2CCN(C)C(CCO)C2)CC1 (stereo not drawn),-0.3,17,2.3
O=C(NCCN1CCOCC1)c1cccc(Br)c1,-0.4,13,5.0

# Additional structures follow:
# Sequence of screens: MITF act	SR-BI uptake up	AddAB inh	CAL PDZ FP-2	E coli growth	Wnt act	CAL PDZ FP-1	phage Ecoli inh	SR-BI DiI inh	Tat export inh
> O=C(O)c1ccc2c(c1)CCC2
    -4	30	3.6	0.0	1.0	0	2	4.7	-30	7
> CCCc1c(C)c(C#N)c2nc3ccccc3n2c1NCCCN1CCOCC1
    /	-28	1.9	-1.2	1.3	-3	4	1.6	28	8
> CCOC(=O)C1CCCN(CC(=O)Nc2c(C(=O)OC)[nH]c3ccc(C)cc23)C1 (stereo not drawn)
    /	-13	0.2	/	-0.6	/	-4	1.9	13	14
> O=C(NCc1cccs1)C1CC1
    1	6	3.1	-1.3	0.9	-1	1	2.3	-6	-2
> COc1ccc(NC(=O)CSc2ccc3ccccc3c2)cc1S(=O)(=O)N1CCCCC1
    -14	-7	0.6	-2.9	0.5	0	-7	1.2	7	1
> Cc1ccc(CNC(=O)CSc2nccn(-c3ccc(C)c(F)c3)c2=O)cc1
    3	9	-1.9	-2.3	-0.3	5	-2	1.8	-9	-5
> CCOC(=O)C1CCCC12Nc1cccc3cccc(c13)N2 (stereo not drawn)
    -12	-15	/	-5.8	/	-4	/	2.9	15	-4
> Nc1cc(=O)nc(SCC(=O)N2CCN(c3ccccc3)CC2)n1-c1ccc(F)cc1
    -9	-26	4.7	-1.2	-0.2	1	0	0.6	26	4
> C(=C\c1nc(-c2cccnc2)no1)/c1ccccc1
    75	6	0.6	-1.1	-0.9	48*	-3	2.0	-6	-5
> CCOC(=O)/C=C1\SCC(=O)N1CC(=O)NC1CCCCC1
    -1	23	-1.2	-1.1	-5.4	-1	-4	4.0	-23	-8
> S=c1[nH]nc(COc2cccc3ccccc23)n1Cc1ccccc1
    5	-12	-2.3	0.0	-4.3	0	-2	2.5	12	2
> O=C1N(CC(=O)N2CCc3ccccc32)CCN1Cc1ccccc1Cl
    -5	38	2.6	-0.5	-1.0	/	-1	-0.3	-38	-7
> O=C(COC(=O)CCCN=C1NS(=O)(=O)c2ccccc21)NNC(=O)c1ccccc1
    7	13	4.5	-2.8	2.8	0	-3	4.3	-13	1
> C/C=C/c1ccc(OCCSc2nc(C)cc(=O)[nH]2)c(OC)c1
    22	3	1.5	-3.4	0.0	/	/	2.0	-3	7
> C=CCN(CC(=O)O)S(=O)(=O)c1ccccc1C(F)(F)F
    -1	18	0.0	0.5	0.6	2	2	1.1	-18	-1
> N#C/C(=N\Nc1ccccc1F)C(=N)N1CCCCC1
    85*	14	0.2	-1.5	-2.7	28	-3	0.9	-14	14
> CC1C(=O)C(C)C(c2ccc3c(c2)OCO3)NC1c1ccc2c(c1)OCO2 (stereo not drawn)
    -10	-13	1.8	-2.5	-1.8	-1	-4	1.9	13	4

# Compounds were not picked by outcome; about 3.6% have a hit in one of these screens.
